# HSF1 inhib = HSF1 inhibition; NIH3T3-HGL HSE-luciferase, MG132-induced, luminescence 8 h; stronger effect = lower value; activity change, negative = inhibition, % at 7.5 µM (by protocol); 300,000 compounds, 0.77% hits; AID 2098;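 active means more than half of replicate wells show activity change below -50%, luminescence cut by over half; inconclusive means some wells, but at most half, below -50%; inactive means no replicate well below -50%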;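 further: luciferase reports HSF-1 transcriptional activity via heat shock element; 0% = median of DMSO wells and -100% = zero luminescence signal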
# AI-2 QS modul = Vibrio harveyi AI-2 quorum sensing modulation. AID 2094. activity change, % at 7.5 µM. 300,000 compounds, 0.4% hits. Vibrio harveyi JMH597 AI-2 luminescence/OD600 ratio, 9 h; stronger effect = lower value; strain lacks LuxN and CqsS sensors; 0 = neutral-control median; in the data active means activity change below about -75%, passing the limit was not always enough; inconclusive means no clear call, values can overlap the other calls;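 further: luminescence divided by OD600 gain over 9 h not by final OD600 alone; inactives centre near 13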
# GSK3A inh = blocks human GSK-3 alpha kinase. AID 2650. inhibition, % at 10 µM. P49840. ADP-Glo luminescence, 60 min. 320,000 compounds, 0.1% hits;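 in the data active means inhibition above about 50%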;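 further: GST-tagged GSK-3 alpha with peptide substrate and 25 µM ATP; 0% = DMSO neutral wells and 100% = GW8510 positive control wells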
# Target sequence (P49840 whole entry, looked up): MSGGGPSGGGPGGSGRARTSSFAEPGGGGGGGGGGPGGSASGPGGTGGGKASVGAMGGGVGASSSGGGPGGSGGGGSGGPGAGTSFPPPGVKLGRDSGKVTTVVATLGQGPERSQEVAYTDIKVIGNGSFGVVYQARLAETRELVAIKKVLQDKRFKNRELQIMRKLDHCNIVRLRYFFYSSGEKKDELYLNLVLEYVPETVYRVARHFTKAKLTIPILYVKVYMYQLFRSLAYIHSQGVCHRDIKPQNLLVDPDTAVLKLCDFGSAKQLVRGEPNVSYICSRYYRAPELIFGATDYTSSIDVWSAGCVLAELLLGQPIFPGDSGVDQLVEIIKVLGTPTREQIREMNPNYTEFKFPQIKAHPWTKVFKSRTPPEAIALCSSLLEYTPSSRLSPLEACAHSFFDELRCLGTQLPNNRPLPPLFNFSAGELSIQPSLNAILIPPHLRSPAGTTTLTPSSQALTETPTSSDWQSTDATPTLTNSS
# IEC-6 tox = counter-screen for KLF5 inhibitors: cytotoxicity in IEC-6 cells; 290,000 compounds, 0.78% hits; IEC-6 cytotoxicity, luminescence viability; AID 1825; inhibition, % at 5 µM; in the data active means inhibition above about 22%;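 further: 0% = plate median of test compound wells and 100% = cytotoxic reference compound wells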
# aSyn 5UTR inh = MLPCN primary screen, SNCA 5' untranslated region | inhibition, % (tested at 7.5 µM) | alpha-synuclein 5'UTR reporter, inhibitor activity | 300,000 compounds, 0.82% hits; in the data active means inhibition above about 60%; inconclusive means no clear call, values can overlap the other calls;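 further: H4 neuroglioblastoma cells stably carrying SNCA 5'UTR luciferase fusion; 0% = DMSO wells and 100% = positive control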
# HSF-1 act = increases HSF-1 driven luciferase reporter signal. NIH3T3-HGL HSF-1 luciferase reporter, MG132, 8 h; 100% = twice DMSO control signal. activation, % at 9 µM. 300,000 compounds, 1.7% hits;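 active means mean replicate activation of at least 50% with a set share of replicates each reaching 50%; inconclusive means only one of those two conditions met; inactive means mean below 50% and too few replicates reaching it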;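 further: 0% = median of the neutral control wells and 100% = twice that signal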
# KLF5 inh = kruppel-like factor 5 inhibition. inhibition, % at 5 µM. AID 1700. DLD-1 KLF5 promoter-luciferase reporter, luminescence. 290,000 compounds, 0.23% hits;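 active means inhibition above a per-plate limit of that plate's mean compound inhibition plus 3 SD, cut at about 60% in these data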;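 further: 0% = DMSO wells and 100% = LY294002 at 200 µM; higher means less KLF5 promoter-driven luciferase light; inactives centre near -14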
# HIF activator = HIF pathway transcriptional activation. U2OS HRE-luciferase reporter, luminescence; normalized: DMSO 0%, desferrioxamine 100%. activation, % at 7.5 µM (by protocol). 300,000 compounds, 0.32% hits. AID 1910;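 active means mean activation of at least 10% of the iron chelator positive control signal, with at least half of replicates also reaching 10%; inconclusive means mean and replicate majority disagree about reaching 10%; inactive means mean and most replicates under 10%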
# GSK3B inh = inhibitors of human GSK3beta kinase | P49841 | GST-GSK3beta kinase, ADP-Glo luminescence, 60 min; stronger effect = lower value | activity score (negative = inhibition), % at 10 µM | 300,000 compounds, 0.038% hits;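 active means more than half of replicate wells score below -50%, meaning over 50% inhibition versus plate controls; inconclusive means some replicates but at most half score below -50%; inactive means no replicate scores below -50%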;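 further: 0% = median DMSO wells and -100% = median GW8510 positive control wells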
# Target sequence (P49841 whole entry, looked up): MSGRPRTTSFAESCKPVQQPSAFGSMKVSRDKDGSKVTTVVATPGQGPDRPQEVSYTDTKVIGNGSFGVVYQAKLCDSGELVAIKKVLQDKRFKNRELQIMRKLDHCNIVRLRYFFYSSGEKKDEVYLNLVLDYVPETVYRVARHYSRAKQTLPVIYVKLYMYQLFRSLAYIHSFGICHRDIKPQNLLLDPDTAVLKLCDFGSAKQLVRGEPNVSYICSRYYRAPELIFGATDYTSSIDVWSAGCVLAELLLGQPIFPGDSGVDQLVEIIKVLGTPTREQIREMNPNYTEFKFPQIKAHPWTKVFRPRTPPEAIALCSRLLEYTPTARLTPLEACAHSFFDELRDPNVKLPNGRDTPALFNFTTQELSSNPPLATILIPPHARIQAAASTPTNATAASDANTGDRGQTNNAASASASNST
#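 Assay system: GST-tagged human GSK3beta kinase, cell-free; Input: 1.6 ng GSK3beta; Medium: Tris/MgCl2 kinase buffer; Timing: 60 min enzyme reaction, room temperature; Signal: ADP-Glo luminescence quantifying ADP generated by kinase; Evaluation: score relative to plate controls; Benchmarks: DMSO neutral wells and GW8510 at 20 µM as positive.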
# HSP90 inh = blocks HSP90-mediated luciferase refolding in reticulocyte lysate | Rabbit reticulocyte lysate, luciferase refolding luminescence, 3 h | inhibition, % at 5.6 µM | 290,000 compounds, 0.91% hits;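 active means inhibition above the screen-wide mean plus 3 SD, computed separately per campaign, cut at about 16% in these data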;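 further: 0% = DMSO wells and 100% = 60 µM geldanamycin wells; inhibitors lower the luminescence because luciferase stays unfolded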
# * marks the source's active call; other numbers are inactive results; ? = inconclusive; nt = no result given.
SMILES,HSF1 inhib,AI-2 QS modul,GSK3A inh,IEC-6 tox,aSyn 5UTR inh,HSF-1 act,KLF5 inh,HIF activator,GSK3B inh,HSP90 inh
O=c1cc(-c2ccc(Cl)cc2)[nH]c2ccccc12,0,9,-5,3,-69,7,-16,1.1,-1,1
Cn1nnc(NC(=S)NC(=O)c2cccc3ccccc23)n1,-15,-23,nt,1,6,-35,-30,nt,-2,0
Cc1noc(C)c1C(=O)NCCc1ccc(S(N)(=O)=O)cc1,-5,43,-2,-3,-1,0,-2,-0.2,-2,0
Cc1cc(C)nc(NC(=O)c2cccc([N+](=O)[O-])c2C)n1,-2,9,0,4,8,-10,-17,-0.9,1,0
O=C(c1ccc(S(=O)(=O)N2CCCC2)cc1)N(c1ccccc1)C1C=CS(=O)(=O)C1 (stereo not drawn),6,-2,0,-6,-6,27,-1,-0.5,-1,2
CCN1CCN(c2ccc(NC(=O)Cc3ccccc3)cc2)CC1,-2,3,1,0,-35,-18,-21,2.1,4,0
O=C(NCCNc1ccc([N+](=O)[O-])cc1)c1cccc2c(Br)cccc12,9,7,nt,-3,25,19,-11,-1.8,-1,6
CCc1c(C(=O)NCCc2ccc(OC)c(OC)c2)[nH]c(C)c1C(C)=O,-6,18,-3,6,-4,1,14,0.1,3,-2
CCOc1ccc(NC(=O)CN(C)C(=O)c2ccc(OCC3CCCO3)cc2)cc1OCC (stereo not drawn),0,14,0,0,10,-6,7,0.0,4,-2
O=C(NCCCn1ccnc1)c1ccc(C(F)(F)F)cc1,2,13,-1,-9,-6,0,-5,-0.8,1,0
O=C(Cn1cnc2c(nnn2Cc2ccccc2)c1=O)Nc1ccc2c(c1)OCCO2,-3,-1,0,0,4,1,-10,-0.3,-3,0
Cc1nn(S(=O)(=O)N2CCCCC2)c(C)c1Br,0,2,-2,-3,31,2,-23,-0.1,2,2
O=C(O)CNC(=S)N(Cc1ccccc1F)C1CCCCC1,5,-1,-4,-1,18,16,5,-0.6,3,-2
O=C(O)c1cccc(-n2cccc2/C=C2/NC(=O)N(Cc3ccccc3F)C2=O)c1,-4,6,-3,-1,16,5,-24,0.1,6,2
O=C(O)CSc1nnc(CNc2ccc(F)cc2)n1-c1ccccc1,0,9,-1,-9,-8,-5,-6,-0.2,-4,4
COc1ccc(C2N(c3ccc(F)cc3)C(=O)C3CCCN32)cc1 (stereo not drawn),-6,14,1,0,0,-8,-27,0.2,2,-2
CCOC(=O)CNC(=O)c1cc(-c2ccc3c(c2)OCCO3)oc1C,3,38,-1,0,-99,13,-21,4.9,-1,8
CSc1ncccc1C(=O)OCC(=O)c1cc(C)n(CC2CCCO2)c1C (stereo not drawn),-52*,1,0,-1,-69,-58,-79,1.0,2,4
O=C(COc1ccc(S(=O)(=O)NC2CCCCC2)cc1Cl)NCc1cccnc1,1,14,-4,-4,15,6,-22,0.2,-2,-2
CCOc1ccc(N(CC(=O)NC(C)(C)C)C(=O)CCC(=O)Nc2nccs2)cc1,-6,8,0,2,-15,11,-26,-0.8,1,1
O=c1[nH]c2ccc([N+](=O)[O-])cc2nc1/C=C(\O)c1ccccc1,7,19,0,1,-38,3,-3,0.2,2,3
Cc1ccc(S(=O)(=O)NC(=NC2CCCCC2)c2ccc(F)cc2)cc1,0,-7,-2,6,-8,-1,13,0.1,-1,-3
Cc1cc(C)nc(N2N=C(C(C)(C)C)CC2=O)n1,nt,10,-3,-4,nt,nt,-6,nt,-1,7
O=c1[nH]c(CN2CCN(c3ccccn3)CC2)nc2c(Br)cc(Br)cc12,0,7,-1,-2,9,-8,-3,-0.1,1,5
O=C(CCN1CCOCC1)c1ccc2c(c1)OCCO2,9,30,-1,1,12,8,-4,-0.1,0,0
O=C(O)/C(=C\c1ccc(Br)cc1)c1ccc(S(=O)(=O)N2CCCCC2)s1,3,27,-1,-2,11,4,-11,0.0,-27,5
Cc1ccc(S(=O)(=O)CC(=O)c2ccccc2[N+](=O)[O-])cc1,-2,18,-3,-3,1,-2,-13,-1.0,0,-1
COC(=O)c1ccc(CSc2nc3ccccc3o2)cc1,14,7,-1,0,-48,44,-68,-0.3,1,0
CS(=O)(=O)c1nc(-c2ccccc2)cc(C(F)(F)F)n1,-98*,?,-4,7,-111,-98,-19,-3.9,0,1
Cc1ccc(OCC(=O)Nc2ccc(CN3CCCCC3)cc2)c(C)c1,-4,10,-4,1,19,3,4,0.1,1,6
CCOC(=O)C1C(=O)CC(C)(O)C(C(=O)OCC)C1/C=C/c1ccccc1 (stereo not drawn),nt,8,nt,-6,nt,nt,-11,nt,nt,0
O=[N+]([O-])c1ccc(N=Nc2c(O)[nH]c3ccc(F)cc23)cc1,9,-19,-1,3,-82,28,-108,0.8,-1,1
O=C(Nc1ccccn1)C1CCCN(c2ncnc3c2nc2n3CCCCC2)C1 (stereo not drawn),-16,-50,3,1,-17,-19,-22,-0.9,-13,-3
CCOc1ccc(/C=C2/C(=N)N3OC(C)=CC3=NC2=O)cc1OC,3,3,nt,8,11,11,11,-0.2,-29,-4
NC(Cc1ccccc1)C(=O)N1CCCCC1 (stereo not drawn),2,25,6,8,-4,10,-17,-26,-1,-3
Cc1cc(=O)n2nc(N3CCCC(C(=O)NCCCN4CC(C)CC(C)C4)C3)sc2n1 (stereo not drawn),-6,8,1,-7,4,2,-18,0.2,1,-4
COc1ccc(CCNC(=O)[C@H](CCSC)NC(=O)N2CCn3c2nc2ccccc23)cc1OC,-16,7,4,-7,26,-29,-1,-0.6,-1,0
Cc1ccc(C)n1NC(=O)c1ccc(O)cc1,-10,-6,2,-2,-3,-3,-3,nt,-2,7
CCOC(=O)C1(Cc2ccc(O)cc2)NC(c2ccccc2F)C2C(=O)N(C)C(=O)C21 (stereo not drawn),-3,10,-1,-5,-20,-10,-9,-0.8,0,-2
CC(C)C1Oc2ccccc2N(CC(=O)N(Cc2ccccn2)CC2CCCO2)C1=O (stereo not drawn),-2,6,nt,-7,-6,1,22,-0.3,1,0
COc1cc2cc(-c3ccc(O)cc3O)nc(C)c2cc1OC,12,18,1,22*,-116,12,10,-0.1,2,0
Cc1ccc(-n2c(CCc3ccccc3)n[nH]c2=S)cc1C,-2,6,20,-1,8,-12,-17,0.2,-8,-4
CCOc1ccccc1NC(=O)CSc1nnc(-c2ccccc2Cl)n1Cc1ccco1,9,13,1,1,0,7,-18,-0.4,1,1
Cc1ccc(C(=O)/C=C/NNC(=O)c2ccccc2O)cc1,18,nt,1,1,-7,53*,-9,1.0,nt,1
O=C(Nc1ccccc1OC(F)(F)F)c1ccc([N+](=O)[O-])cc1,-2,26,2,4,2,8,-22,0.5,-2,-2
CC1Cc2ccccc2N1c1ncnc(N)c1[N+](=O)[O-] (stereo not drawn),nt,17,12,-1,69*,nt,30,7.3,-15,0
CC(=O)c1c(C)nc(-c2ccccc2)nc1NC(=O)C(C)C,-8,1,1,6,1,1,-23,0.0,3,-3
COc1ccc(N2CCN(C(c3ccccc3OC)c3nnnn3Cc3ccco3)CC2)cc1 (stereo not drawn),10,6,2,2,-4,22,-2,-0.3,3,1
CCN1CCCC1CNC(=O)CN1C(=O)COc2ccc(C)cc21 (stereo not drawn),7,-2,-2,2,10,10,8,-0.2,0,-5
COc1ccccc1N1CCN(c2nccc(C)n2)CC1,2,16,0,5,-1,-1,-14,-1.0,1,-1

# More results follow:
SMILES,HSF1 inhib,AI-2 QS modul,GSK3A inh,IEC-6 tox,aSyn 5UTR inh,HSF-1 act,KLF5 inh,HIF activator,GSK3B inh,HSP90 inh
Cc1ccc(C(=O)CSc2ncn[nH]2)cc1,9,20,1,0,-16,-2,-43,0.6,0,3
COc1cc(O)c(C(CCN2CCN(c3ccccc3)CC2)c2ccc3c(c2)OCO3)c(OC)c1 (stereo not drawn),2,19,nt,nt,16,-7,nt,-0.7,-1,nt
CCCCOc1ccc(C(=O)NC(=S)Nc2ccc(CN3CCOCC3)cc2)cc1,-28,7,-3,11,29,-44,18,-0.1,-1,-1
Cc1oc(-c2cccc(Cl)c2)nc1CSc1nc2c(c(=O)[nH]1)CCC2,-3,8,-3,-1,21,0,22,-0.4,-1,0
C=CCc1c(OC(C)=O)c2ccccc2n(C)c1=O,-25,14,-2,5,15,-31,-34,1.6,-9,-2
COc1ccc(C)cc1S(=O)(=O)N1CCN(C(=O)c2ncoc2-c2ccc(C)cc2)CC1,-3,10,-2,13,8,10,-2,-0.6,0,-2
CC(=O)Nc1ccc(S(=O)(=O)NC(CC(=O)NCCc2ccccc2)C(C)C)cc1 (stereo not drawn),0,16,-1,-1,-109,34,-65,1.0,0,-7
CCCCn1nc(C(=O)O)ccc1=O,-1,-1,-2,-3,10,11,5,-0.1,3,-1
CC1CCC2(CC1)NC(=O)N(CC(=O)Nc1ccccc1-c1ccccc1)C2=O (stereo not drawn),12,24,-1,2,-27,-2,-4,0.0,-1,-1
O=C(NN1CCOCC1)c1ccc(S(=O)(=O)N2CCCCC2)cc1,0,34,1,5,4,-3,-25,-1.1,-1,1
Cc1cccc(NS(=O)(=O)c2cccc(C(=O)N3CC(C)OC(C)C3)c2)c1 (stereo not drawn),0,24,0,nt,13,-5,nt,0.2,-2,nt
COc1ccc(NC(=O)c2c(Cl)cnn2C)c(C)c1,1,31,-1,-1,-8,2,-21,0.2,2,-2
CCCc1cc(N2CCCC2)n2nc(C)c(-c3ccccc3)c2n1,-6,8,1,-1,35,-3,-6,0.0,-2,0
COc1ccccc1CNC(=O)CCCOc1cc(=O)n(C)c2ccccc12,13,21,-1,2,19,37,0,0.3,1,-3
CCn1c(=O)cc(OCC(=O)NCCCN2CC(C)CC(C)C2)c2ccccc21 (stereo not drawn),6,33,-1,12,14,24,-8,-0.2,0,2
O=C(Nc1ccccc1C(=O)O)c1ccc(Br)c(S(=O)(=O)NCc2ccccc2)c1,-9,14,1,4,-21,0,-30,-0.1,-1,-6
COc1ccc(C(=O)O/N=C(/c2ccccc2)c2ccncc2)cc1OC,-2,29,-1,3,-7,-6,5,-1.3,0,2
COc1cc(OC)c(C2SCCS2)c(OC)c1,3,2,-1,-2,10,11,20,0.1,1,-2
O=C(NC(=S)NCc1ccccc1)C1CCCCC1,1,9,1,3,36,-5,-9,-0.4,0,1
Cc1ccc(NC(=O)COc2ccccc2)cc1Cl,-2,-20,-3,1,-59,-1,-44,1.3,-2,0
CC1CCCN(CCCNC(=O)c2ccc(NC(=O)C3=CSCCO3)cc2)C1 (stereo not drawn),17,14,-2,4,-59,20,-27,3.7,7,-3
O=C(OCC1CCCN2CCCCC12)c1ccc2c(c1)OCO2 (stereo not drawn),7,10,-2,0,-4,-1,-21,nt,0,-4

# Source: PubChem
